PvdQ inh: P. aeruginosa PvdQ acylase inhibition; AID 488965; 0.063% of 340,000 active; purified PvdQ acylase, fluorescence plate reader; inhibition, % at 10 µM; in the data active = inhibition above about 30%, passing the limit was not always enough; inconclusive = no clear call, values can overlap the other calls;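 also: 0% = vehicle neutral wells and 100% = reference inhibitor wells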
Keap1 Nrf2 FP: disrupts human Keap1 binding to Nrf2 peptide; Q14145; Keap1 Kelch-Nrf2 peptide fluorescence polarization, 1536-well; inhibition, % at 9.4 µM; 0.15% of 340,000 active; in the data active = inhibition above about 12%; inconclusive = no clear call, values can overlap the other calls; inactive = below about 7.3%;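 also: human Keap1 Kelch domain with fluorescein labeled Nrf2 9mer peptide probe; 0% = neutral control wells and 100% = peptide positive control; higher means more block of Keap1 binding to Nrf2 peptide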
NSD2 HMT inh: blocks human histone methyltransferase NSD2; O96028; NSD2 peptide methylation, AlphaScreen, 120 min; inhibition, % at 12.5 µM; 0.54% of 310,000 active; in the data active = inhibition above about 50%
Arr AP2 block: human beta-arrestin and AP2 interaction inhibition | FITC-arrestin peptide / GST-AP2 beads, flow cytometry; AP2 beta2 appendage carries R879A mutation | inhibition, % at 10 µM | 0.31% of 340,000 active;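 active = inhibition above a set limit, near 3 SD of compounds lacking own fluorescence, cut at about 54% in these data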;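 also: plate controls were DMSO wells for no effect and 5 µM unlabelled arrestin peptide for full effect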
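test system = AP2 appendage R879A on GSH beads | buffer or medium = PBS plus Tween 20 (0.05%) and BSA (0.1%) | incubation = 12 min plus 1 h, RT | detection = bead flow cytometry, FITC channel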
PKA-R2B act: activators of human PKA-R2B complex; P22694+P31323; PKA-R2B holoenzyme dissociation, Cy5-IP20 fluorescence polarization; R2B truncated from residue 108, S112A mutant; 0% DMSO only, 100% 113 µM cGMP; activation, % at 11.4 µM; 0.079% of 340,000 active;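 active = activation above a cutoff set at the mean over all compounds plus 3 SD, cut at about 18% in these data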;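 also: higher means more holoenzyme dissociation and a rise in polarization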
Target sequence (P31323 whole entry, looked up, other chains not shown, the tested form may be a part): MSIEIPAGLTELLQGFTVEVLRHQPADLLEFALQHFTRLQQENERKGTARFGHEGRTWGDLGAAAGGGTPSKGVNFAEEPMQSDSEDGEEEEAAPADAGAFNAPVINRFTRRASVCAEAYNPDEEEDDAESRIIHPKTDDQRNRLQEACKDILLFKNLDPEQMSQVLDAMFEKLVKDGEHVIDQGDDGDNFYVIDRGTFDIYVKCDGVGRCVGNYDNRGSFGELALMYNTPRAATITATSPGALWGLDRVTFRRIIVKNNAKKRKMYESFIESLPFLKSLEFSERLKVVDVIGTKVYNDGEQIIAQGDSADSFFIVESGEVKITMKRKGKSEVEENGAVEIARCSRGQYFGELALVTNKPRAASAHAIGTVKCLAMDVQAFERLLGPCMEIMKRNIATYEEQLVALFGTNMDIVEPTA
DAGLB inh: blocks human DAGLB lipase activity; HEK293T DAGLB membrane lysate, EnzChek fluorogenic substrate; inhibition, % at 5.17 µM; 0.059% of 340,000 active; in the data active = inhibition above about 34%;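 also: 0% = enzyme with vehicle and 100% = wells lacking enzyme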
Target sequence (Q8NCG7 whole entry, looked up): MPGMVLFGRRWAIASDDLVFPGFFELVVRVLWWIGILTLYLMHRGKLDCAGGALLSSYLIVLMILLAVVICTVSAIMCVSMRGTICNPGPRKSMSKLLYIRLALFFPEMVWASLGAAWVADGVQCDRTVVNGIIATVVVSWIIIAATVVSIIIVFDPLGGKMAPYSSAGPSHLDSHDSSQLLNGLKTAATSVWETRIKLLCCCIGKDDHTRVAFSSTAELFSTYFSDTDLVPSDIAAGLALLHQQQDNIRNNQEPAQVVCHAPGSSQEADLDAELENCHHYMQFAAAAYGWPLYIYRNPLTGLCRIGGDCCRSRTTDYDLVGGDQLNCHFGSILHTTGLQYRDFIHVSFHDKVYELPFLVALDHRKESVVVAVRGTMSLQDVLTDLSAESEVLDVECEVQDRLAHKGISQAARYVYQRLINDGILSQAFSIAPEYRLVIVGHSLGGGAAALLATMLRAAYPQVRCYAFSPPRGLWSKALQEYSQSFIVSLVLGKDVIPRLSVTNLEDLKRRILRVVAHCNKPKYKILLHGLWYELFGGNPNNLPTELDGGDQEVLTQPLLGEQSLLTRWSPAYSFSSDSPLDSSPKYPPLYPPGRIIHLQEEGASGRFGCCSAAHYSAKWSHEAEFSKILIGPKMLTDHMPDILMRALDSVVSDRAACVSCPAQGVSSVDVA
LANA DNA inh: inhibitors of KSHV LANA C-terminal domain DNA binding | AID 504423 | inhibition, % at 9 µM | MBP-C-LANA/FAM-LBS DNA binding, fluorescence polarization | 0.078% of 340,000 active;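 active = highest replicate inhibition at or above 60% at 9 µM, even if other replicates fall short; inactive = all replicates below 60% inhibition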;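 also: 0% = neutral control wells and 100% = 4 µM acridine orange control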
SR-BI DiI-HDL act: enhances SR-BI lipid uptake from DiI-HDL. CHO ldlA[mSR-BI] cells, DiI-HDL uptake fluorescence, 3 h; 100 = double the neutral-control signal. activation, % at 12.5 µM. 0.096% of 320,000 active;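 active = mean replicate activation of at least 60% and every replicate at or above 60%; inconclusive = mean or all-replicate condition met, but not both; inactive = mean below 60% and not all replicates reaching 60%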;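 also: 0% = median plate neutral-control signal and 100% = twice that signal; values of inactives mirror those of a sister screen read the other way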
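Test system: SR-BI-overexpressing, LDLR-lacking CHO cells. Measured by: DiI fluorescence, bottom read. Medium: Ham's F12 with 0.5% BSA, HEPES 25 mM, pH 7.4. Timing: 3 h uptake period with compound, 37 °C.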
SR-BI DiI inh: mouse SR-BI HDL lipid transfer inhibition; Q61009; ldlA[mSR-BI] CHO cells, DiI-HDL uptake fluorescence, 3 h; inhibition, % at 12.5 µM; 0.96% of 320,000 active;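 active = mean replicate inhibition of at least 70% and a set share of replicates each scoring 70 or more; inconclusive = meets just one of the two criteria; inactive = fails both criteria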;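 also: 0% = median of neutral control wells and 100% = median of positive control wells; values of inactives mirror those of a sister screen read the other way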
RTF Ca sens inh: cardiac RTF calcium desensitization; P19429+P45379; IANBD-labeled cardiac RTF, Ca2+ fluorescence; inhibition, % at 7.15 µM; 0.12% of 340,000 active; AID 493244;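 active = inhibition above the mean inhibition of all tested compounds plus 3 SD, cut at about 17% in these data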;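 also: assay run at fixed EC70 calcium of 1.6 mM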
Active calls of the source: *; u = inconclusive; x = not tested or not shown.

1) COc1ccc(C2c3cc(OC)c(OC)cc3CCN2C(=O)c2ccccc2Br)cc1OC (configuration not stated)
2) CC(=O)Nc1nc2c(s1)C(=O)NCCC2
3) CC(C)c1ccc(NC(=O)NC(C)c2ccc3c(c2)OCO3)cc1 (configuration not stated)
4) CC(C)N(CCCNC(=O)Cn1c(=O)c2cccn2c2ccc(F)cc21)Cc1ccccc1
5) CCNC(=O)NC(=O)COC(=O)C1CSC2(C)CCC(=O)N12 (configuration not stated)
6) O=C(CN1C(=O)COc2ccc(Cl)cc21)N1CCc2ccccc21
7) CC1CCN(C(=O)COC(=O)c2ccc(F)c(S(=O)(=O)N3CCOCC3)c2)CC1
8) O=C(CSCc1ccccc1Br)N/N=C/c1ccccc1C(=O)O
9) O=C(NCCCNC(=O)c1ccco1)c1ccc(Cl)cc1
10) O=C(Cc1cccs1)Nc1nc2c(s1)CCCC2

Compound,1,2,3,4,5,6,7,8,9,10
PvdQ inh,6,15,8,-20,-24,-7,-1,-13,-7,4
Keap1 Nrf2 FP,-3,-3,2,-4,-6,1,-5,-1,-3,1
NSD2 HMT inh,3,-4,1,5,0,-2,-1,0,6,4
Arr AP2 block,5,44,4,-6,2,2,-3,-11,10,29
PKA-R2B act,-6,-2,-6,-1,1,5,7,-1,6,-16
DAGLB inh,-3,-2,-5,-1,1,1,0,3,0,-1
LANA DNA inh,0.4,0.5,-2.6,-2.1,-0.6,-2.0,0.9,-0.5,0.7,0.6
SR-BI DiI-HDL act,2,4,2,31,14,-18,-4,28,x,5
SR-BI DiI inh,-2,-4,-2,-31,-14,18,4,-28,x,-5
RTF Ca sens inh,-7,-9,-4,-1,-10,-2,-1,-7,-27,-8

11) Cc1ccc(S(=O)(=O)/N=C(/Nc2nc(C)cc(C)n2)N2CCOCC2)cc1
12) Cc1oc(-c2ccccc2)cc1C(=O)NC(Cc1c[nH]c2ccccc12)C(=O)O (configuration not stated)
13) CC(=O)c1cccc(NC(=O)c2nc(-c3ccccc3)oc2C)c1
14) C=CCn1c(SCC(=O)NC23CC4CC(CC(C4)C2)C3)nc2cc(C(=O)O)ccc2c1=O
15) O=C1NC[C@@H](c2ccccc2)OC(=O)[C@H](Cc2ccc(F)cc2)C/C=C\C[C@@H]1CC(=O)N(CCO)Cc1ccccc1
16) O=c1c2cc(N3CCOCC3)ccc2[nH]c(=S)n1Cc1ccco1
17) CCOC(=O)c1nn(-c2ccc(Cl)cc2)c2nc(Nc3ccccc3)cc(=O)n12
18) O=C(N=C1SC2CS(=O)(=O)CC2N1c1ccccc1)C1CC1 (configuration not stated)
19) Cc1ccc(NC(=O)C(C)N2CCCC2)cc1Cl (configuration not stated)
20) CCn1c(=O)cc(SCC(=O)N2CCN(C)CC2)c2ccccc21

Compound,11,12,13,14,15,16,17,18,19,20
PvdQ inh,1,0,-14,-14,3,6,2,-8,5,5
Keap1 Nrf2 FP,0,-2,1,1,-8,-1,-9,-4,1,-1
NSD2 HMT inh,-3,7,2,x,x,9,-2,-7,-2,x
Arr AP2 block,20,6,-16,-7,-4,25,2,-7,7,3
PKA-R2B act,4,2,-4,4,-2,0,7,-8,-10,-10
DAGLB inh,-1,5,-11,4,0,3,4,1,0,2
LANA DNA inh,0.4,1.2,0.0,1.7,-1.2,-0.2,-2.1,0.4,-0.8,0.3
SR-BI DiI-HDL act,22,9,-25,12,2,4,-11,21,49,9
SR-BI DiI inh,-22,-9,25,-12,-2,-4,11,-21,-49,-9
RTF Ca sens inh,2,13,8,5,1,-2,0,-3,6,-14

21) Cc1ccc2c(c1)N(CC(=O)Nc1nccs1)C(=O)CO2
22) CC(C)n1c(SCc2ccc(Cl)cc2)nc2c1c(=O)[nH]c(=O)n2C
23) COc1ccc(NC(=O)c2cc(S(=O)(=O)N3CCOCC3)ccc2N2CCOCC2)cc1
24) O=C(c1cccs1)N1CCN(S(=O)(=O)N2CCOCC2)CC1
25) C[N+](C)(C)C[C@H](O)CC(=O)[O-]
26) O=S(=O)(c1ccc(Oc2ncnc3scc(-c4ccccc4)c23)cc1)N1CCOCC1
27) CCOC(=O)C1CCCN(C(=O)c2cc3cc(OC)c(OC)cc3[nH]2)C1 (configuration not stated)
28) O=C(O)CCC(=O)OC1CC2CCC1C2 (configuration not stated)
29) C[C@H]1COC(=O)[C@H](Cc2ccc(F)cc2)C/C=C\C[C@H](CC(=O)N(CCO)Cc2ccccc2)C(=O)N1
30) O=[N+]([O-])c1ccc(NC(=S)N2CCN(c3ccc(F)cc3)CC2)cc1

Compound,21,22,23,24,25,26,27,28,29,30
PvdQ inh,-3,-6,-9,-19,-10,1,7,-14,-19,2
Keap1 Nrf2 FP,-1,-2,-3,1,-6,-7,0,1,2,1
NSD2 HMT inh,1,0,-2,-2,x,-1,-3,-2,x,-2
Arr AP2 block,5,-1,-9,1,7,-6,23,-13,-1,2
PKA-R2B act,-10,4,5,-4,3,-5,7,-6,-3,-4
DAGLB inh,1,0,-1,-2,-3,0,-2,1,1,2
LANA DNA inh,-1.0,1.4,1.4,1.1,0.6,1.0,-0.6,-1.0,0.8,1.3
SR-BI DiI-HDL act,9,u,2,15,3,-33,14,0,27,-15
SR-BI DiI inh,-9,-337,-2,-15,-3,33,-14,0,-27,15
RTF Ca sens inh,-1,-4,-5,-13,0,3,6,-5,0,-2

Random excerpt: 3 compounds from above.
21) Cc1ccc2c(c1)N(CC(=O)Nc1nccs1)C(=O)CO2
6) O=C(CN1C(=O)COc2ccc(Cl)cc21)N1CCc2ccccc21
5) CCNC(=O)NC(=O)COC(=O)C1CSC2(C)CCC(=O)N12 (configuration not stated)

Compound,21,6,5
PvdQ inh,-3,-7,-24
Keap1 Nrf2 FP,-1,1,-6
NSD2 HMT inh,1,-2,0
Arr AP2 block,5,2,2
PKA-R2B act,-10,5,1
DAGLB inh,1,1,1
LANA DNA inh,-1.0,-2.0,-0.6
SR-BI DiI-HDL act,9,-18,14
SR-BI DiI inh,-9,18,-14
RTF Ca sens inh,-1,-2,-10

Later entries.
31) COc1ccc(CCN2CC(C(=O)NCc3nc(C)c(C)s3)CCC2=O)cc1 (configuration not stated)
32) COc1ccc(OC)c(NC(=O)C(C)OC(=O)c2cc3ccccc3[nH]2)c1 (configuration not stated)
33) COc1cccc(NC(=O)CN(C)C(=O)C(Sc2ccccc2)c2ccccc2)c1 (configuration not stated)
34) CC(Sc1n[nH]c(N)n1)C(=O)C12CC3CC(CC(C3)C1)C2 (configuration not stated)
35) COc1ccc(N(CC(=O)Nc2cc(C)ccc2C)S(=O)(=O)c2c(C)noc2C)cc1
36) O=C(NCCC1=CCCCC1)c1ccc2c(c1)N(Cc1ccccc1)C(=O)CS2
37) N/C(Cc1cccs1)=N\OC(=O)COc1ccc(Cl)cc1Cl
38) COc1cc(/C=N/NC(=O)c2csc3c2CCCC3)ccc1OCCN1CCOCC1
39) O=C(CN1C(=O)CSC1=O)Nc1ccc(N2CCOCC2)cc1
40) Cc1cc(C)cc(N(CCC#N)C(=O)COC(=O)Cn2[nH]c(=O)c3ccccc3c2=O)c1

Compound,31,32,33,34,35,36,37,38,39,40
PvdQ inh,9,-3,7,-8,8,-7,-3,-9,-15,-4
Keap1 Nrf2 FP,-2,3,-3,1,0,-5,-4,-4,-3,3
NSD2 HMT inh,4,0,1,-3,-5,4,x,-3,-5,7
Arr AP2 block,22,33,3,-7,-3,-4,-4,1,7,13
PKA-R2B act,9,-10,-10,3,-4,-6,-9,-4,-1,1
DAGLB inh,-3,-13,-4,-2,-2,-5,-9,0,-2,3
LANA DNA inh,-1.3,-1.2,-3.4,0.3,-0.5,-1.6,-0.4,-0.8,-1.1,1.3
SR-BI DiI-HDL act,0,-28,-6,21,14,-2,0,-24,-8,2
SR-BI DiI inh,0,28,6,-21,-14,2,0,24,8,-2
RTF Ca sens inh,-9,10,5,-9,4,-4,-11,3,-17,-5

Along the list, as entered above.
Nos. 32 to 39 in DAGLB inh, in turn: -13, -4, -2, -2, -5, -9, 0, -2
Nos. 32 to 39 in RTF Ca sens inh, in turn: 10, 5, -9, 4, -4, -11, 3, -17
Nos. 32 to 39 in SR-BI DiI inh, in turn: 28, 6, -21, -14, 2, 0, 24, 8

Next compounds
41) Cc1ccc(SCC(=O)NCCc2ccc(F)cc2)cc1
42) Cc1ccc(C2=CSC3=NS(=O)(=O)CCN23)cc1C
43) O=C(NCc1ccccn1)c1n[nH]c2ccccc12
44) CC(=O)CCC1CC(c2ccc(Cl)cc2)=NO1 (configuration not stated)
45) COC(=O)c1cnc(SCC(=O)c2ccccc2)n1C
46) CC(C)NC(=O)c1ccccc1NC(=O)CN(c1ccc2c(c1)OCO2)S(C)(=O)=O
47) O=C(OC1CCCCC1=O)c1cccc(S(=O)(=O)NCc2ccccc2)c1 (configuration not stated)
48) Cc1nnsc1Sc1ccccc1
49) O=C(c1ccc(F)c(S(=O)(=O)N2CCOCC2)c1)N1CCc2ccccc21
50) Cn1c(SCC(=O)Nc2ccc(N3CCOCC3)c(Cl)c2)nnc1C(O)c1ccccc1 (configuration not stated)
51) CN1CCN(c2cc(-c3cc(O)c4ncccc4c3)ccn2)CC1
52) COc1ccccc1OCCC(=O)O
53) COc1ccc(-c2nc(C)sc2CC(=O)O)cc1OC

Compound,41,42,43,44,45,46,47,48,49,50,51,52,53
PvdQ inh,-4,-4,5,17,6,-19,-4,-18,-10,3,4,3,-12
Keap1 Nrf2 FP,0,1,4,2,0,-5,0,-5,-5,-1,-2,-2,-6
NSD2 HMT inh,-2,-4,0,x,-1,3,1,2,0,0,x,0,-4
Arr AP2 block,9,13,37,26,-3,-6,9,-2,24,29,9,19,3
PKA-R2B act,9,-6,-11,-4,-5,-12,8,-8,9,-1,4,-1,6
DAGLB inh,-5,3,1,0,0,-3,-16,-5,4,2,2,0,1
LANA DNA inh,2.7,1.6,-1.3,-0.3,-0.6,-1.6,-1.0,-0.9,-0.7,1.0,-0.8,-1.0,-1.3
SR-BI DiI-HDL act,-18,-16,13,12,39,17,14,6,23,13,7,10,4
SR-BI DiI inh,18,16,-13,-12,-39,-17,-14,-6,-23,-13,-7,-10,-4
RTF Ca sens inh,5,4,0,9,3,-8,3,-6,-13,2,2,-4,-5

Single records, as listed above.
O=C(OC1CCCCC1=O)c1cccc(S(=O)(=O)NCc2ccccc2)c1 (configuration not stated) is listed as PvdQ inh: -4; Keap1 Nrf2 FP: 0; NSD2 HMT inh: 1; Arr AP2 block: 9; PKA-R2B act: 8; DAGLB inh: -16; LANA DNA inh: -1.0; SR-BI DiI-HDL act: 14; SR-BI DiI inh: -14; RTF Ca sens inh: 3
Cc1nnsc1Sc1ccccc1 is listed as PvdQ inh: -18; Keap1 Nrf2 FP: -5; NSD2 HMT inh: 2; Arr AP2 block: -2; PKA-R2B act: -8; DAGLB inh: -5; LANA DNA inh: -0.9; SR-BI DiI-HDL act: 6; SR-BI DiI inh: -6; RTF Ca sens inh: -6

High-throughput results (PubChem)
